Source: PubChem
Pf Dd2 inh = inhibitors of Plasmodium falciparum Dd2 growth; P. falciparum Dd2 growth, SYBR Green, 72 h; Potency, µM (doses to about 28.9 µM), inactives show top-dose activity, negative = inhibition, usual class: inhibitors; 120,000 compounds, 4.3% hits; AID 1347417; active = well fitted inhibition curve with a large enough effect; inconclusive = small, poorly fitted or top-dose-only effect; inactive = no such curve, though single readings can be large or run the other way;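 also: plate controls were DMSO vehicle for no effect and reference drug for full effect; nearly all actives have a fitted effect of over 65% in size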
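Readout: SYBR Green fluorescence, 485 nm excitation, 535 nm emission, after ~16 h lysis at 37C. Before that, Dd2-infected red cells (2.5% hematocrit) grew 72 h with compound, 29 uM top final concentration.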
* hit, by the source's call; i = inactive; u = inconclusive; [ ] = another dose, or the depositor's remark. Potency is read from the fitted curve at half-maximal effect.

SMILES	Pf Dd2 inh
COc1ccc(CN2C(=O)[C@@H]3C[C@@H](CN3C3CCCC3)Oc3ccccc32)cc1	10µM*
CCN(CC)CCCNC(=O)c1nn(C)c2c1CSc1ccccc1-2	5.62µM*
COc1ccc2c(c1)CCc1c(C(=O)Nc3c(C)nn(Cc4ccccc4Cl)c3C)noc1-2	u
COC(=O)N1CCCc2cc(S(=O)(=O)N3CCN(c4ccccc4)CC3)ccc21	9.0%
CCOCCCNc1nc2c(S(=O)(=O)c3ccc(CC)cc3)nnn2c2ccc(Cl)cc12	-9.3%
COc1ccc(OC)c(CNC(=O)c2cc3c(=O)oc4ccc(C)cc4c3s2)c1	28.9%
O=C(c1ccccc1)N1CCc2sc(C(=O)N3CCN(c4ccc(F)cc4)CC3)cc2C1	u
COc1ccc(-c2[nH]c(-c3ccc(OC)c(OC)c3)nc2SCC(=O)Nc2ccccc2)cc1	u
COc1ccccc1CCNC(=O)C(=O)NCC(c1ccc2c(c1)OCO2)N1CCOCC1 (stereo not drawn)	1.3%
CC(=O)N1CCN(C(=O)c2c[nH]c3ncccc23)CC1	2.0%[44.1 µM]
O=C1OC2(CN1CCOc1ccccc1)CN(C(=O)c1ccc(Oc3ccccc3)cc1)C2	u
Cc1ccc(N2CCN(S(=O)(=O)c3cc(C(=O)Nc4cc(Cl)cc(Cl)c4)ccc3F)CC2C)cc1 (stereo not drawn)	-17.3%
COc1ccc(C2=NN(CC(=O)NCCCN(C)c3ccccc3)C(=O)CC2)cc1	1.6%
CCNC(=O)[C@@H]1C[C@@H](O)CN1C1CCN(C(=O)c2cccc(OC)c2)CC1	-10.8%
O=C(O)CCC(=O)N1Cc2[nH]cnc2C[C@H]1c1nc(-c2ccc(Cl)cc2)no1	5.7%[44.1 µM]
COc1ccc(CN(C)Cc2ccc(-c3ccccc3)cc2)cc1	i
COc1ccc(Cc2noc(-c3ccc(N(C)Cc4nonc4C)nc3)n2)cc1	-12.5%
COC(=O)c1cc(NC(=O)Nc2ccc3snnc3c2)cc(C(=O)OC)c1	u
COc1cccc(-c2cc(CC3(O)CCN(c4nnc(C)o4)CC3)on2)c1	-4.1%
O=C(c1ccccc1OCC1CCCN(C2CCSCC2)C1)N1CCCCC1 (stereo not drawn)	i
CCCCOc1ccccc1C1CC(=O)Nc2cc(C)c(C)cc21 (stereo not drawn)	u
Cc1cc(C(=O)N2C[C@@H](F)C[C@H]2C(=O)N2CCc3ccccc3C2)n(C)n1	u
Cc1noc(C)c1-c1cc2cc(CO)oc2c(NCc2ccc3c(c2)OCO3)n1	u
CC(C)c1nc(-c2ccc(OC3CCN(S(=O)(=O)Cc4ccccc4)C3)cc2)no1 (stereo not drawn)	u
CC(=O)N1CCN([C@H]2[C@@H]3OC[C@@H](O3)[C@@H](NC(=O)NC3CCCCC3)[C@@H]2O)CC1	28.8%[44.1 µM]
CS(=O)(=O)N1CC2(CCN(CC3CCCCC3)C2)Cc2ccccc21 (stereo not drawn)	u
COc1ccc(C(=O)NCCc2ncc(C)n2Cc2ccc(F)cc2)cn1	-11.3%
Cc1cccc(-c2nc(CCNC(=O)Cc3ccc(F)cc3)cs2)c1	i
O=C1CCCN1CCCN1C(=O)[C@@H]2C[C@@H](O)CN2C2(CN(Cc3ccc(Cl)cc3)C2)C1=O	15.3%
COc1ccc(Nc2cc(-c3ccccc3OC)nc3c(C)noc23)cc1OC	u
CCn1c(CO)nnc1C1CC(NC(=O)c2oc3cc(OC)ccc3c2C)C1 (stereo not drawn)	u
CCN(CC)C(=O)c1sc2c(c1C)c(=O)n(-c1ccccc1)c(=O)n2CC(=O)N(CC)c1cccc(C)c1	-23.6%
O=C(NC1CC1)c1ccccc1OC1CN(Cc2ccc(F)cc2)C1	-20.0%
COCCO[C@H]1C(=O)N(C2CCN(C(=O)c3ccnn3C)CC2)[C@H]1c1ccncc1	u
Cc1cc(NC(=O)COCc2cc(-c3ccc(F)cc3)on2)ccc1Br	82.5%[activator]
Cc1ccc([C@H]2C[C@@H](O)[C@@H](O)[C@@H]2NC2CCOCC2)cc1	u
CCCNc1cc(N2CCC(CCC(=O)Nc3cccc(C)c3)CC2)ncn1	i
CC(C)c1nncn1C1CCN(S(=O)(=O)c2ccc(C(F)(F)F)cc2)CC1	-21.6%
COCCCNC(=O)C1CCN(c2ncnc3c2nc2n3CCCCC2)CC1	-3.6%
COCCN1C(=O)[C@@H]2C[C@@H](CN2Cc2cnc3ccccc3c2)Oc2ccccc21	i
Cc1ccccc1Cn1cc(-c2ccncc2)cc1C(=O)Nc1ccc2c(c1)OCO2	u
Cc1nc2cccnc2n1CC1CCCN(C(=O)Nc2ccccc2Cl)C1 (stereo not drawn)	i
COCCN1CC(CO)C2(CCN(Cc3cccc(Cl)c3)CC2)C1 (stereo not drawn)	10µM*
COc1ccc(-c2noc(CNC(=O)c3ccccc3Br)n2)cc1	3.1%
O=C1CC(c2ccccc2)Cc2[nH]c(=O)c(-c3nc(-c4ccc(Cl)c(Cl)c4)cs3)cc21 (stereo not drawn)	3.0%
c1ncnc(NCC2(N3CCOCC3)CCCCCC2)n1	-14.2%
O=C(O)CCCNC(=O)Cn1nc2c(cc1=O)CCCC2	-22.2%
Cc1cccc(Cn2cc(/C=C(/C#N)C(=O)Nc3cccc(Cl)c3)c3ccccc32)c1	3.55µM*

In another format: 2 of the compounds above
Compound | Pf Dd2 inh
COCCCNC(=O)C1CCN(c2ncnc3c2nc2n3CCCCC2)CC1 | -3.6%
c1ncnc(NCC2(N3CCOCC3)CCCCCC2)n1 | -14.2%

Next records.
SMILES	Pf Dd2 inh
COc1ccc(NC(=O)N[C@H]2CO[C@H]3[C@@H]2OC[C@@H]3n2cc(CC3CCCCC3)nn2)cc1	-23.2%
COc1cc(Cl)c(S(=O)(=O)N2CCN(c3c(C)cccc3C)CC2)cc1Cl	18.0%
Cc1ccc(NC(=O)CSc2ncc3c(n2)-c2ccccc2N(C)S3(=O)=O)c(Cl)c1	-11.6%
CCN(Cc1ccccc1)C(=O)Cn1ccn2nc3c(c2c1=O)CCCC3	i
CC(C)OCC(=O)N1CCN(c2nc(-c3ccccc3)nc3c2CCC3)CC1	12.6µM*
CCNC(=O)N[C@H]1[C@H](O)[C@H](O)C[C@@H]1c1cncnc1	16.0%[44.1 µM]
CCCSc1ncc(CN2CCCC(c3nnc(CN(C)C)n3C)C2)cn1 (stereo not drawn)	8.3%
COc1ccc(-n2nc3c(N4CCC(C(=O)N5CCC(C)CC5)CC4)nnc(C)c3c2C)cc1	u
Cc1ccccc1-n1cc(CN(C)C(=O)CN2CC3(CCCC3)CC2=O)cn1	-9.9%
Cc1nn(C)c2nc(NCCCN3CCNC(=O)C3)sc12	6.9%
COc1ccc(CCNS(=O)(=O)c2ccc3c(c2)CC(C)N3C(=O)C2CCC2)cc1OC (stereo not drawn)	u
CCOc1ccccc1NC(=O)Cn1cnc2onc(-c3ccc(F)cc3)c2c1=O	u
Cc1cc(=O)[nH]c(NCCNC(=O)[C@H]2CCC[C@@H](O)C2)n1	0.9%
O=C(CCC1CCN(S(=O)(=O)c2ccccc2)CC1)NCc1cccc(F)c1	-26.1%
CN1[C@H](C(=O)O)C[C@H](C(=O)NCCCO)[C@@H]1c1ccccc1F	-5.7%
N#Cc1cccc(CN2CCc3ncc(C(=O)NCCOc4ccccc4)n3CC2)c1	-1.2%[44.1 µM]
CCc1ccc(CNC(=O)c2ccc(NC(=O)N3CCCCc4ccccc43)cc2)cc1	23.9%
Cn1c(Cn2ccnc2)nnc1C1CCCN(C(=O)Cc2ccccc2F)C1 (stereo not drawn)	-8.1%
CNC(=O)Nc1ccc(C2(C(=O)N3CCN(c4ccc(Cl)cc4)CC3)CCC2)cc1	i
Cc1nn(C)c(C)c1S(=O)(=O)N1CCC(c2ncc(C)n2C(C)C)C1 (stereo not drawn)	u
Cc1nn(C(C)C(=O)Nc2ccccc2C(F)(F)F)c(=O)c2c1sc1ccccc12 (stereo not drawn)	-21.2%
Cc1ccc(C(=O)N2CCn3c(nnc3-c3ccncc3)C2)cc1	-0.1%
CN(CCc1ccccn1)C(=O)C1CCCN(S(=O)(=O)c2ccccc2)CCC(=O)NCC1 (stereo not drawn)	12.1%
COC(=O)N(C)C1CCc2ccccc21 (stereo not drawn)	-11.6%[44.1 µM]
Cc1noc(C)c1S(=O)(=O)N(C)C1CCc2nn(CC3CC3)c(=O)n2CC1 (stereo not drawn)	i
CCCNC(=O)Cn1c(=O)c2cccn2c2cccnc21	-17.3%
O=C1Nc2ccc(-c3ccc(Cl)cc3)cc2C(=O)N2CCN(C(=O)c3cccs3)C[C@H]12	-42.3%
Cc1cc2nc(-c3ccc(Br)cc3)cc(C(F)(F)F)n2n1	29.2%
CCOc1ccc(NC(=O)CSc2nccn2-c2cccc(C)c2C)cc1	-12.5%
CC(=O)N1CCC(N[C@@H]2CO[C@H](CNC(=O)c3cccs3)[C@H]2O)CC1	22.3%[44.1 µM]
Cc1ccc(C)c(N2CCN(S(=O)(=O)c3cc(C(=O)Nc4ccc(Oc5ccccc5)cc4)ccc3F)CC2)c1	u
O=C1CCC2(CCCO2)CCN1Cc1c(F)cccc1F (stereo not drawn)	3.1%
Cc1nn2c(=O)cc(COc3ccc(/C=C(\C#N)C(=O)Nc4ccccc4)cc3Cl)nc2s1	u
COc1ccccc1CNS(=O)(=O)c1ccc2c(c1)NC(=O)CC(=O)N2	6.6%
O=C1c2c(nc(COc3ccc(F)cc3)n2Cc2ccccc2)NCCN1Cc1ccccc1	i
CCc1noc(-c2ccn3c(CNC(=O)COc4ccc(F)cc4)nnc3c2)n1	-3.2%

Part of the list above in order of length of the SMILES, low to high:
SMILES	Pf Dd2 inh
O=C1CCC2(CCCO2)CCN1Cc1c(F)cccc1F (stereo not drawn)	3.1%
COCCN1CC(CO)C2(CCN(Cc3cccc(Cl)c3)CC2)C1 (stereo not drawn)	10µM*
Cc1nc2cccnc2n1CC1CCCN(C(=O)Nc2ccccc2Cl)C1 (stereo not drawn)	i
Cc1cc(NC(=O)COCc2cc(-c3ccc(F)cc3)on2)ccc1Br	82.5%[activator]
CCOc1ccccc1NC(=O)Cn1cnc2onc(-c3ccc(F)cc3)c2c1=O	u
Cc1noc(C)c1-c1cc2cc(CO)oc2c(NCc2ccc3c(c2)OCO3)n1	u
COc1ccc(C2=NN(CC(=O)NCCCN(C)c3ccccc3)C(=O)CC2)cc1	1.6%
CN1[C@H](C(=O)O)C[C@H](C(=O)NCCCO)[C@@H]1c1ccccc1F	-5.7%
CC(C)c1nc(-c2ccc(OC3CCN(S(=O)(=O)Cc4ccccc4)C3)cc2)no1 (stereo not drawn)	u
O=C(c1ccccc1)N1CCc2sc(C(=O)N3CCN(c4ccc(F)cc4)CC3)cc2C1	u
COc1ccc(CCNS(=O)(=O)c2ccc3c(c2)CC(C)N3C(=O)C2CCC2)cc1OC (stereo not drawn)	u
Cc1ccc(N2CCN(S(=O)(=O)c3cc(C(=O)Nc4cc(Cl)cc(Cl)c4)ccc3F)CC2C)cc1 (stereo not drawn)	-17.3%
COc1ccc(NC(=O)N[C@H]2CO[C@H]3[C@@H]2OC[C@@H]3n2cc(CC3CCCCC3)nn2)cc1	-23.2%

(next part)
SMILES	Pf Dd2 inh
CCc1c(C)sc2c1CCN(C(=O)Nc1ccccc1C(F)(F)F)C2c1ccccc1 (stereo not drawn)	u
CCNC(=O)N[C@@H]1C=C[C@@H](c2c(C)nn(CCC#N)c2C)C1	1.0%[44.1 µM]
Cc1cccc(Cn2c(=O)n(Cc3ccccc3)c(=O)c3sc4ccccc4c32)c1	8.91µM*
COc1ccccc1CNC(=O)c1ccc(CN2CC(=O)N3CCCCC3C2=O)cc1 (stereo not drawn)	i
CCN(c1ccccc1)c1ncnc2c1cnn2-c1ccc(C)cc1C	-3.2%
CCOC(=O)CN1CCN(C(=O)CCc2cc3ccc(C)cc3[nH]c2=O)CC1	-26.4%
O=c1c2c(CO)c(-c3ccc(F)cc3)nn2ccn1Cc1ccc(F)cc1	u
CCOc1ccccc1CN1CCC2(CC1)CN(C(C)=O)CC2COC (stereo not drawn)	-6.3%
CCCc1cc(C(=O)N[C@H]2CCOC[C@H]2C2CCOCC2)cs1	3.3%
CCOC(=O)CCNC(=O)N1CCOc2ccc(CN3CCc4ccccc4C3)cc2C1	u
Cc1cn2nc(C(=O)N3CCC(C(=O)NCc4cccnc4)CC3)cc2c(=O)[nH]1	u
COc1cccc(CNC(=O)C2(C)CCCCC(=O)N2)c1OC (stereo not drawn)	-17.5%
CCS(=O)(=O)N1CCC2(CC1)CN(Cc1ccc(OC)cc1)C2=O	8.8%
O=C([C@H]1C[C@H](Oc2cccnc2)CN1C(=O)NCc1ccc(F)cc1)N1CCOCC1	8.1%
O=C(c1cc(C2CC2)[nH]n1)N1CCC2(CC1)NC(=O)N(c1ccc(F)cc1)N2	23.0%
O=C(Cn1cc(SCc2cccc(Cl)c2)c2ccccc21)N1CCCCC1	-16.6%
CCC(CC)C(=O)Nc1ccc([C@@H](O)[C@H]2COCC(=O)N2Cc2ccccn2)cc1	-10.1%[44.1 µM]
Cn1c2c(c3cc(F)ccc31)CN(C(=O)Nc1cccc(F)c1)CC2	-17.4%
O=[N+]([O-])c1ccc(S(=O)(=O)N2CCn3cccc3C2c2ccc(Br)cc2)cc1 (stereo not drawn)	u
COc1cc(OC)cc(C(=O)N[C@@H]2CN(C3CCOCC3)C[C@H]2CN(C)C)c1	i
COc1cc(NC(=O)c2cc3nc(-c4ccccc4)cc(-c4ccccc4)n3n2)c(OC)cc1Cl	18.7%
Cc1cc(C)cc(NC(=O)Cn2c(-c3cncs3)nc3ccccc32)c1	28.9%
CNC(=O)[C@@H]1CN(C(=O)C2CC=CCC2)C[C@H]1c1nc(COC)no1 (stereo partly drawn)	-23.3%
Cc1cccc(NC(=O)CN2C(=O)C3(SCC(=O)N3c3ccccc3)c3ccccc32)c1 (stereo not drawn)	u
COC(=O)[C@@H](Cc1cccnc1)NC(=O)[C@@H]1CN(C(=O)c2cccc(F)c2)CCN1C(=O)c1cccs1	-1.5%
COc1cc(CNC(=O)c2cccc3c2CCN3C(=O)C2CC2)cc(OC)c1	u
CNC(=O)C1CCC(Cn2c(=O)c3sccc3n(Cc3ccccc3)c2=O)CC1 (stereo not drawn)	u

Some of the compounds tested. The share of hits here may be higher or lower than overall.
